HEK293 tox: cytotoxic in the GLP-1 receptor inverse agonist counter-screen; actives 0.13% (n = 410,000); Potency, µM (highest dose often 38.3 µM), inactives show top-dose activity change, negative = inhibition, hits mostly inhibitors; HEK293 cAMP-luciferase reporter cells, luminescence, 24 h;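 further: loss of luciferase light is scored as toxicity; potency means the concentration at half of the fitted maximal effect; on the % scale 0 is the no-effect control and ±100 the full control effect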
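Compound-treated cells are incubated 24 hr at 37 deg C under 5% CO2 after a 12 hour attachment period, then luciferase detection reagent is added and luminescence is measured following 12 min at room temperature; lowered signal indicates toxicity.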
DRD3 agonist: D3 dopamine receptor (human) agonism. AID 652048. P35462. actives 0.58% (n = 410,000). D3R DiscoveRx beta-arrestin cells, luminescence, 90 min. max activation, %; in the data active means max activation above about 30%; further: 0% is about no effect; mostly tested at two doses, the higher about 12 µM
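Agonist-mode cell screen: cells plated at 1500/well and incubated overnight at 37 °C, then exposed to library compounds for 90 min at 37 °C. Detection reagent was added for 30–60 min at room temperature, and luminescence was read.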
WRN helicase inh: blocks human WRN helicase; Q14191; WRN helicase unwinding, fluorescent forked duplex, kinetic; Potency, µM (doses to about 114 µM), for inactives: top-dose activity change, negative = inhibition, actives largely listed as inhibitors; actives 0.46% (n = 360,000); AID 651768; further: potency means the concentration at half of the fitted maximal effect; on the % scale 0 is the no-effect control and ±100 the full control effect; nearly all actives have a fitted effect of over 55% in size
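WRN at 20 nM final preincubated with compound 15 min at room temperature; reaction started with 100 nM fluorophore/quencher forked duplex oligonucleotide and 2 mM ATP final. Unwinding followed kinetically by red fluorescence (ex 525, em 598 nm).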
GLP-1R agonist: GLP-1 receptor (human) agonism; Potency, µM (titrated, usually from 45.6 µM), for inactives: at the highest dose activation, hits mostly activators; P43220; actives 0.007% (n = 380,000); HEK293 GLP-1R CRE-luciferase, luminescence, 4-6 h; cells express a hypersensitive GLP-1R form; further: potency means the concentration at half of the fitted maximal effect; % of control where 0% means no effect
Target sequence (P43220 whole entry, looked up): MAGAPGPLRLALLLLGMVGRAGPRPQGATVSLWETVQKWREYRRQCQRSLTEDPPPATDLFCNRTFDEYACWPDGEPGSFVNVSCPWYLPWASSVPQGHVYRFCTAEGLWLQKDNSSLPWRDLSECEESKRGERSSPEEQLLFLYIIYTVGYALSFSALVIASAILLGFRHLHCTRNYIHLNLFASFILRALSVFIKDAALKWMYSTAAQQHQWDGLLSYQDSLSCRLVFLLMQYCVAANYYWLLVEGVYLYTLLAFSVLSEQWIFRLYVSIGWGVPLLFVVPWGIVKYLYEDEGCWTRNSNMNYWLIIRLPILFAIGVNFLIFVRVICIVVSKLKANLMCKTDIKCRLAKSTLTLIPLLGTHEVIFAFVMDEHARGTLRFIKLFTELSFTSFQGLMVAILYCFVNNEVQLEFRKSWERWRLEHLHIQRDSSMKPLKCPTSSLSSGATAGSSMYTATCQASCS
DRD3 antagonist: antagonists of human D3 dopamine receptor. P35462. D3R cells, DiscoveRx beta-arrestin luminescence, antagonist mode; active compounds read low. max response, negative = inhibition, %. actives 2.5% (n = 360,000). AID 652054; in the data active means max response below about -50%; inconclusive means no clear call, values can overlap the other calls; further: on the % scale 0 is the no-effect control and ±100 the full control effect; mostly tested at two doses, the higher about 12 µM
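Cells plated overnight at 1500 cells/well, then exposed to library compounds with dopamine controls for 90 minutes at 37 degrees C. DiscoveRx reagent added for 30–60 minutes at room temperature; luminescence read, quantitative HTS format.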
PLK1 PBD block: inhibitors of human PLK1 polo-box domain binding | Plk1 PBD binding of FITC phosphopeptide, fluorescence polarization | P53350 | actives 2.8% (n = 360,000) | AID 720504 | Potency, µM, for the others: max response, negative = inhibition, actives largely listed as inhibitors; further: potency means the concentration at half of the fitted maximal effect; series mostly up to about 57 µM; on the % scale 0 is the no-effect control and ±100 the full control effect; nearly all actives have a fitted effect of over 65% in size
GLP1R inv ag: inverse agonists of human GLP-1 receptor. P43220. HEK293 GLP-1R CRE-luciferase, luminescence, 24 h; GLP-1R form is constitutively active. Potency, µM (doses to about 38.3 µM), without a hit: at the highest dose activity change, negative = inhibition, most hits filed as inhibitors. actives 1.6% (n = 410,000). AID 624417; further: potency means the concentration at half of the fitted maximal effect; on the % scale 0 is the no-effect control and ±100 the full control effect; nearly all actives have a fitted effect of over 55% in size
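Inverse agonists were sought by their lowering of basal cAMP reporter luciferase output in HEK293 cells stably carrying constitutively active human GLP-1R, after 24 h compound treatment.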
PI5P4K alpha inh: inhibitors of human PI5P4K alpha; P48426; PI5P4Kalpha enzyme, ADP-Glo luminescence, 60 min; active compounds read low; max response, %; actives 1.2% (n = 330,000); AID 652105; active means max response of -50% or lower; inconclusive means between -30% and -50%; inactive means -30% or higher; further: value at the top dose of about 77 µM; on the % scale 0 is the no-effect control and ±100 the full control effect
Target sequence (P48426 whole entry, looked up): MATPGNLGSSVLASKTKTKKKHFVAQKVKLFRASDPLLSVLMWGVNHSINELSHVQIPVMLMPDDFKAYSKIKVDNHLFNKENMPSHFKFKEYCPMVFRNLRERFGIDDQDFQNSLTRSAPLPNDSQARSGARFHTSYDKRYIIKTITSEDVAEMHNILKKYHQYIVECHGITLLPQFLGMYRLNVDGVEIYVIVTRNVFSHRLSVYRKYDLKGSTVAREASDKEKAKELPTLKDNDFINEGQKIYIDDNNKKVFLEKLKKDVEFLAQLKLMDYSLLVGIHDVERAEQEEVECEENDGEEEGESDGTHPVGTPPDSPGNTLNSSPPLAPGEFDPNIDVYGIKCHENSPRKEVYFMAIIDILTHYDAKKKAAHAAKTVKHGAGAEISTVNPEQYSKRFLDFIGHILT
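Luminescence from ADP-Glo served as readout of PI5P4Kalpha activity in a qHTS format. Reaction: enzyme, substrate, compound, ATP at 5 microM final, 60 min at RT.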
IL2 activator: IL-2 activation; IL-2 activation reporter assay, cell-based qHTS; stimulated with anti-CD3/CD4/CD28 beads; in transgenic mouse T cells; actives 0.065% (n = 360,000); activation, % (series mostly up to about 46 µM); in the data active means activation above about 50%; inconclusive means mostly about 30% to 49%; further: 0% is about no effect
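Unstimulated transgenic mouse T cells, 750 per well, received compound and, after 60 minutes, anti-CD3/anti-CD4 bead plus anti-CD28 stimulation. EGFP and DsRed were quantified after 18 hours.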
* marks the source's active call; other numbers are inactive results; ? = inconclusive; . = not tested or not shown; [ ] = dose if it differs, or a comment. Unless noted, the call rests on the fitted dose curve; in most records, active means well fitted curve in the direction sought with a large enough effect; inconclusive means small, poorly fitted or top-dose-only effect, or another doubt; inactive means no such curve, though single readings can be large; an effect the other way counts as inactive or inconclusive.

Start of the data: the first 3 compounds, to show the layout:
SMILES	HEK293 tox	DRD3 agonist	WRN helicase inh	GLP-1R agonist	DRD3 antagonist	PLK1 PBD block	GLP1R inv ag	PI5P4K alpha inh	IL2 activator
O=C1CN(C(=O)COC(=O)CCSc2ccccc2Cl)c2ccccc2N1	-3%	2	-10%	-1%	-19	?	1%	12	1.5
CCN(CC(=O)Nc1ccccc1C(F)(F)F)C(=O)Cc1ccccc1	-8%	-11	-9%	5%	1	-1%	8%	-2	0.8
O=C(NCCc1nnc2ccc(NCCCN3CCOCC3)nn12)c1ccccc1F	-1%	-8	-6%	-2%	19	2%	7%	-1	-1.3

The listing (from the top)
SMILES	HEK293 tox	DRD3 agonist	WRN helicase inh	GLP-1R agonist	DRD3 antagonist	PLK1 PBD block	GLP1R inv ag	PI5P4K alpha inh	IL2 activator
O=C1CN(C(=O)COC(=O)CCSc2ccccc2Cl)c2ccccc2N1	-3%	2	-10%	-1%	-19	?	1%	12	1.5
CCN(CC(=O)Nc1ccccc1C(F)(F)F)C(=O)Cc1ccccc1	-8%	-11	-9%	5%	1	-1%	8%	-2	0.8
O=C(NCCc1nnc2ccc(NCCCN3CCOCC3)nn12)c1ccccc1F	-1%	-8	-6%	-2%	19	2%	7%	-1	-1.3
COc1cc(-c2nnc(NC(=O)CCS(=O)(=O)c3ccccc3)o2)cc(OC)c1OC	?	1	-18%	6%	21	-1%	37%	1	-0.5
C/C(=N\NC(=O)c1ccc(OC2CCCC2)cc1)c1ccc(O)cc1	-1%	-2	5%	-2%	-7	-6%	?	-8	0.4
Nc1c2nc(-c3ccccc3)[nH]c(=O)c2nc(=O)n1-c1ccccc1	10%	2	-5%	0%	0	-6%	-6%	-3	0.5
CC(C)c1ccc(NC(=O)Cn2cc(S(=O)(=O)N3CCN(c4ccccc4F)CC3)c3ccccc3c2=O)cc1	-10%	10	.	-1%	.	.	-17%	.	.
CN1CCN(c2ncnc3c2ncn3[C@H]2CN(Cc3cccnc3)C[C@@H](CO)O2)CC1	-2%	3	-4%	-3%	-8	-10%	24%	1	3.5
O=C(NC1(O)C(=O)c2ccccc2C1=O)c1c(Cl)cccc1Cl	15%	-14	-6%[11.6 µM]	1%	-15	-27%	5%	-10	-7.7
CC1CCN(C(=O)NC(=O)c2ccc(Cl)cc2)CC1	-1%	-1	7%	-1%	-7	-10%	2%	0	-1.4
CCC(C)NC(=O)/C=C/c1ccc(S(=O)(=O)NCc2ccco2)cc1 (configuration not stated)	3%	-4	0%	7%	-21	-14%	-6%	8	-0.4
Cc1occc1C(=O)/C(C#N)=C/c1ccc(O)c(Br)c1	17%	0	-18%	-3%	3	26%	-2%	?	2.4
COc1ccc(NC(=O)C2CCCN(S(=O)(=O)c3cnc[nH]3)C2)cc1 (configuration not stated)	6%	1	5%	6%	?	-2%	10%	-5	-2.2
COc1ccccc1N1CC(C(=O)OC(C)C(=O)Nc2ccc(F)cc2)CC1=O (configuration not stated)	-3%	-2	4%	-5%	22	-7%	5%	2	3.6
Cc1ccc(C(=O)NNC(=O)c2cccs2)cc1	11%	4	4%	7%	17	-10%	57%[activator]	1	-3.3
CNC(=O)NC(=O)C(OC(=O)c1cccc(S(=O)(=O)N2CCCCC2)c1)c1ccccc1 (configuration not stated)	12%	-26	-1%	0%	4	-7%	-18%	6	-1.8
COc1cc2oc(=O)cc(-c3ccc(-c4ccc(C(F)(F)F)cc4)cc3)c2c(OC)c1OC	-2%	-20	1%	0%	-2	-5%	12%	5	0.5
CCOc1ccc(NCC(=O)Nc2ccc(C)cc2C)cc1	1%	4	-7%	-1%	-7	-6%	-17%	.	0.8
Cc1c(Br)c(O)c(Br)c(O)c1/C=N/n1c(-c2ccccc2)n[nH]c1=S	-2%	1	45µM*	-2%	15	3µM*	-11%	-83*	-1.8
CN(C)S(=O)(=O)N1CCN(S(=O)(=O)c2ccc3ccccc3c2)CC1	1%	7	-3%	0%	-20	-2%	0%	.	-0.6
Cc1[nH]n(-c2ccccc2)c(=O)c1C(=O)Nc1ccccc1	-10%	4	8%	1%	11	-12%	18%	6	0.0
Cc1nn(C)c(C)c1NS(=O)(=O)c1ccccc1	0%	4	-2%	4%	0	-5%	8%	-2	-0.3
Cc1ccc(-c2nn(-c3ccccc3)cc2C(=O)NCCCN2CCOCC2)cc1	-2%	0	-15%	3%	11	-4%	?	10	-4.9
COc1ccccc1CNC(=O)c1cc(-c2ccccc2)nn1CC1CC(c2cccc([N+](=O)[O-])c2)=NO1 (configuration not stated)	11%	-13	-3%	-4%	8	-6%	-3%	-2	-0.6
O=S(=O)(c1ccccc1)N1CCCC1c1cccs1 (configuration not stated)	5%	12	-4%	11%	-7	1%	?	2	-3.8
SMILES	HEK293 tox	DRD3 agonist	WRN helicase inh	GLP-1R agonist	DRD3 antagonist	PLK1 PBD block	GLP1R inv ag	PI5P4K alpha inh	IL2 activator
O=c1cc(CN2CCN(c3ccc(O)cc3)CC2)nc2scc(-c3ccccc3)n12	10%	21	-14%	-2%	20	-14%	-42%	?	0.9
CCCc1cc(=O)[nH]c(SCC(=O)Nc2sc3c(c2C#N)CCC(C)C3)n1 (configuration not stated)	-20%	4	-32%	-1%	29	?	?	-54*	-2.4
O=C(Nc1ccnc(-c2cccnc2)n1)c1ccccc1Cl	3%	10	-3%	-2%	1	1%	55%[activator]	-6	-0.5
O=CN1CCN(C(C(=O)NC2CCCC2)c2ccc(Cl)cc2)CC1 (configuration not stated)	-4%	-3	11%	-1%	13	-3%	1%	.	1.6
Cc1ccc(SCCc2cc[n+](CC(=O)c3ccccc3)cc2)cc1	-1%	-9	-25%	3%	-1	-24%	-10%	-5	-3.6
CC1(CCc2ccccc2)NC(=O)NC1=O (configuration not stated)	8%	-10	-18%	-1%	-10	-2%	21%	1	-4.4
C/C(=N\NC(=O)c1cccc(N2CCCC2=O)c1)c1ccc(N)cc1	6%	3	1%	1%	8	-27%	8%	-14	1.7
O=c1[nH]c2ccc(NS(=O)(=O)c3ccc([N+](=O)[O-])cc3)cc2[nH]1	-1%	5	-3%	0%	5	-19%	0%	2	0.6
CC(C)Cn1c(=O)[nH]c2ccccc21	2%	1	3%	4%	-29	3%	28%	0	-0.1
CCOC(=O)C1CCN(C(=O)CCn2c(=O)oc3ccccc32)CC1	3%	0	0%	-1%	-7	2%	4%	0	2.2
CSc1ccc(S(=O)(=O)NCC(=O)OCC(=O)NCCc2ccccc2)cc1[N+](=O)[O-]	3%	3	-8%	-1%	17	-10%	3%	1	0.8
CCCOc1ccc(C(=O)CCC(=O)OC(C)C(=O)Nc2ccc(NC(C)=O)cc2)cc1 (configuration not stated)	4%	8	-3%	12%	-5	-4%	6%	8	-0.5
COCCn1c(C)cc(O)c(C(=O)Nc2cccc(Cl)c2)c1=O	-6%	-5	2%	7%	-4	-10%	3%	8	1.7
CCC(=O)Nc1cccc(NC(=O)CSc2nnc(C3CC3)n2C)c1	3%	-6	-4%	2%	-8	-5%	1%	-4	1.0
COCCNc1nc(N)c([N+](=O)[O-])c(NCC2CCCO2)n1 (configuration not stated)	12%	-24	0%	16%	3	-12%	55%[activator]	-20	3.4
Cc1cc(Oc2ccc(=O)n(C)n2)nc(SCc2ccccc2)n1	2%	2	6%	8%	-15	-9%	9%	-6	1.1
CC1(NC(=O)Nc2cc([N+](=O)[O-])ccc2O)CCS(=O)(=O)C1 (configuration not stated)	-33%	-1	10%	-7%	-8	4%	6%	-1	1.2
CCN1C(=O)[C@H]2[C@@H](c3ccc(C)cc3)N[C@]3(CCCN(Cc4ccc(C(F)(F)F)cc4)C3=O)[C@H]2C1=O	-6%	-4	-3%	3%	-15	-17%	?	1	-1.1
Cc1cc(-c2ccccc2)nc(N(C)C)c1S(C)(=O)=O	0%	5	-4%	14%	1	-6%	8%	-1	0.3
Cc1[nH]n(-c2ccccc2)c(=O)c1/C=N/NC(=O)c1ccoc1C	-18%	1	-12%	-2%	-13	0%	16%	?	-1.8
O=C(COC(=O)c1ccc(Cl)nc1)NNC(=O)c1ccc(Cl)cc1	-4%	-8	-6%	13%	-9	4%	2%	2	-3.2
COc1cccc(CCN2CCC(CNS(=O)(=O)c3cc(-c4cc(C)no4)ccc3C)CC2)c1	?	-17	0%	-9%	?	2%	4.5µM*	-13	4.7
Cc1cc(C(=O)Nc2ccc(N3CCCC3)c(Cl)c2)ccc1[N+](=O)[O-]	-17%	11	-5%	29%	8	-5%	-26%	9	-4.5
C/C(=N\NC(=O)c1sccc1-n1cccc1)c1cccs1	0%	6	10%	17%	5	8%	17%	0	2.8
CC1(C(=O)NCc2cccs2)Cc2c(-c3ccc4c(c3)OCO4)ccnc2O1 (configuration not stated)	?	-11	-7%	?	-18	-9%	?	3	-0.6
SMILES	HEK293 tox	DRD3 agonist	WRN helicase inh	GLP-1R agonist	DRD3 antagonist	PLK1 PBD block	GLP1R inv ag	PI5P4K alpha inh	IL2 activator
Cc1ccc(/C(N)=N/OC(=O)Cc2cccs2)cc1	-9%	-6	7%	-9%	8	-7%	3%	5	-2.6
O=C(CCC(=O)N(CC(=O)NC1CCCC1)c1ccc(F)cc1)Nc1nccs1	-9%	-4	-1%	7%	-7	-4%	-4%	3	0.8
Cc1cc(NC(=O)c2cc(-c3ccccn3)nc3ccccc23)no1	5%	4	-6%[57.1 µM]	0%	-20	2%	0%	.	-2.3
Cc1ccc(NC(=O)C2CCCN(S(=O)(=O)c3c(C)noc3C)C2)c(Br)c1 (configuration not stated)	-4%	-6	-3%	-1%	24	-17%	-6%	3	-1.7
O=c1[nH]c2c(s1)C(c1ccco1)C1C3CCC(C3)C1S2 (configuration not stated)	52%	-8	-18%	-3%	?	?	-29%	?	-0.3
COC(=O)c1c(NC(=O)Cc2cccs2)sc(C)c1C	4%	-5	-11%	?	-9	-7%	95%[activator]	.	-0.4
COC(=O)c1cnc(NNS(=O)(=O)c2ccc(C(F)(F)F)cc2)nc1C(F)(F)F	-3%	1	-7%	3%	109	-12%	-1%	-1	1.2
